Source: PubChem (Sanford-Burnham Center for Chemical Genomics)
SENP6 block: SENP6 protease inhibition | Q9GZR1 | Recombinant SENP6 catalytic domain, aminoluciferin luminescence | inhibition, % at 10 µM | 330,000 tested, 1.8% active;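 active means inhibition above about 50% at the single tested dose, limit read from the data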;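 further: plate controls were DMSO wells with enzyme for no effect and DMSO wells lacking enzyme for full effect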
Apaf-1 inh: blocks human Apaf-1 apoptosome activity. O14727. reconstituted apoptosome caspase-3 activity, DEVD-Rh110 fluorescence. inhibition, % at 20 µM. 330,000 tested, 0.71% active; active means inhibition of at least 40% at 20 µM;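 further: plate controls were DMSO wells for no effect and DEVD-CHO caspase inhibitor wells for full effect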
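System: Apoptosome proteins | Medium: Hepes pH 7.5 with detergent and BSA | Also added: Cytochrome c trigger plus (Z-DEVD)2-Rh110 caspase-3 substrate | Incubation: 30 min compound preincubation, 50 min activation, room temperature | Detection: Rhodamine 110 fluorescence at Ex 480/Em 540 nm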
SENP1 FRET inh: inhibitors of human SENP1 SUMO protease catalytic domain. recombinant SENP1 catalytic domain, CyPet-SUMO1-YPet FRET cleavage. inhibition, % at 10 µM. 360,000 tested, 0.21% active. AID 624204;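 active means inhibition at least 30% at 10 µM, raw YFP signal under a set limit, fluorescence ratio 0.5 to 1.5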;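 further: 0% = enzyme with DMSO and 100% = no enzyme wells; some results filed as inactive read as strong as hits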
Target sequence (Q9P0U3 419-644 limits assumed): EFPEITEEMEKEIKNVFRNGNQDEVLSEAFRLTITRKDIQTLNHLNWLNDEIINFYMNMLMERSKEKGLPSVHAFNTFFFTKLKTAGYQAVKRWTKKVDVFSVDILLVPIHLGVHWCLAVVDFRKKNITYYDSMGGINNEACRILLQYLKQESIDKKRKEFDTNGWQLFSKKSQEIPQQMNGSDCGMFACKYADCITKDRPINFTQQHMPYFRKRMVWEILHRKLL
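System: Recombinant human SENP1 catalytic domain, His6-tagged | Incubation: Enzyme reaction for 50 min at room temperature, dark | Medium: Tris pH 8 with BME, BSA, NP40 and catalase | Also added: 25 nM SUMO1 FRET substrate | Compound: 10 µM single point, 0.5% DMSO | Measured by: FRET fluorescence in CFP and YFP emission channels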
HKDC1 inhibitor: inhibitors of human hexokinase HKDC1. Q2TB90. recombinant HKDC1, G6PDH/diaphorase resazurin coupled fluorescence. inhibition, % at 20 µM. 340,000 tested, 0.16% active. AID 493160;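 active means inhibition above about 35% when tested at 20 µM, limit read from the data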;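 further: plate controls were DMSO wells with enzyme for no effect and DMSO wells lacking enzyme for full effect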
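System: Recombinant HKDC1 hexokinase | Amount: HKDC1 at 5 µg/mL | Reagent: Glucose with 1 mM ATP | Doses: Single 20 µM dose | Incubation: Reaction time 90 min, room temperature, protected from light | Signal: Coupled resazurin fluorescence, excitation 525 nm, emission 613 nm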
SENP7 block: inhibitors of human SENP7 protease | Q9BQF6 | inhibition, % at 5 µM | recombinant SENP7, Z-RLRGG-aminoluciferin luminescence, 40 min | AID 434973 | 330,000 tested, 1.5% active;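 active means inhibition above about 50% at the single test dose, limit read from the data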;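 further: plate controls were DMSO with enzyme for no effect and no enzyme buffer wells for full effect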
Target sequence (Q9BQF6 706-1050 limits assumed): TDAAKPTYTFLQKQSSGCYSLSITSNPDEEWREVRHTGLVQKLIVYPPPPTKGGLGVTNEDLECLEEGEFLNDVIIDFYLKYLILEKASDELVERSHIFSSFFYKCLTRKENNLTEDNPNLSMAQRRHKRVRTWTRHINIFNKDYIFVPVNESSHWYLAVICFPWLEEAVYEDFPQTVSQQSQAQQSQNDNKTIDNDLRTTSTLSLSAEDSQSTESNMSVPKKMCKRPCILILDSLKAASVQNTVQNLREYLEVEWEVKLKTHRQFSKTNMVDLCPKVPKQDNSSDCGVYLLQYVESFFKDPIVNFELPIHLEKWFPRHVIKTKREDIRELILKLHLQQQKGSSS
SENP8 block-1: inhibitors of human SENP8 protease; purified SENP8, Z-RLRGG-aminoluciferin cleavage, luminescence; inhibition, % at 10 µM; AID 2540; 330,000 tested, 1.2% active; Q96LD8; in the data active means inhibition above about 50%
Target sequence (Q96LD8 whole entry, looked up): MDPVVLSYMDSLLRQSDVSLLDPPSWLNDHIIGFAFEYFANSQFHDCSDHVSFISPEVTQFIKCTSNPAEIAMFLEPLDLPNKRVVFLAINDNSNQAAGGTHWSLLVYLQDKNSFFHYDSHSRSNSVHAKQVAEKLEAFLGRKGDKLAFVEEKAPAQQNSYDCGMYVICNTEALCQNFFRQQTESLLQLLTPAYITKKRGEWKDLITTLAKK
PfGluPho inh: PfG6PD (Plasmodium falciparum) enzyme inhibition; PfGluPho enzyme, NADPH resazurin-diaphorase fluorescence; inhibition, % at 20 µM; 350,000 tested, 0.78% active;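 active means inhibition reaching at least a set limit at 20 µM in the primary screen, cut at about 59% in these data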;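 further: 0% = DMSO wells with substrate and 100% = DMSO wells lacking glucose-6-phosphate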
SENP8 block-2: SENP8 (human) protease inhibition. Q96LD8. recombinant SENP8, Nedd8 substrate fluorescence. inhibition, % at 20 µM. 360,000 tested, 0.64% active. AID 602440; in the data active means inhibition mostly above about 40%, no sharp cut-off; inactive means mostly below about 27%
Starred values were filed as active, the others as inactive; · = not tested or not shown.

item	SMILES	SENP6 block	Apaf-1 inh	SENP1 FRET inh	HKDC1 inhibitor
1	CCCNS(=O)(=O)c1ccc(OCC(=O)N2CCOCC2)cc1	1	-9	0	-6
2	Nc1nc(CN2CCN(C(=O)c3ccco3)CC2)nc(Nc2cccc(Cl)c2)n1	-8	1	-2	-4
3	Cc1ccccc1NC(=O)Nc1ccc(C(F)(F)F)cc1	-34	7	3	-4
4	O=C(O)c1cccc(Cn2cccn2)c1	-17	6	1	-4
5	COc1ccc(/C=N/NC(=O)c2ccn[nH]2)cc1COc1ccc(Cl)cc1	-4	18	3	0
6	COc1ccccc1CNC(=O)CN(Cc1ccc(Cl)cc1)S(C)(=O)=O	0	10	0	3
7	O=C(Cn1c(-c2cscn2)nc2ccccc21)Nc1ccccc1F	6	-2	0	-1
8	CCN(c1ccccc1)S(=O)(=O)c1cccc(C(=O)O)c1	-21	-1	3	6
9	O=C(Nc1cccc(C(F)(F)F)c1)N(Cc1ccc(Cl)cc1)CC(O)C(F)(F)F (stereo not drawn)	4	14	1	0
10	Cc1ccccc1NC(=O)CSc1nnc(C)c2ccccc12	-1	3	-1	-5

item	SENP7 block	SENP8 block-1	PfGluPho inh	SENP8 block-2
1	11	1	-6	8
2	4	-3	5	15
3	40	15	17	11
4	-10	-17	-1	19
5	5	4	16	8
6	-7	-13	-20	14
7	5	2	-9	11
8	-9	-10	-30	3
9	0	-1	24	22
10	10	-4	11	-1

Other results:
item	SMILES	SENP6 block	Apaf-1 inh	SENP1 FRET inh	HKDC1 inhibitor
11	CC1CCCC(C)N1S(=O)(=O)c1ccc(S(=O)(=O)N2CCOCC2)cc1 (stereo not drawn)	-20	-8	1	-8
12	CCOC(=O)CNC(=O)CSc1nnc(NC(=O)c2ccc(S(=O)(=O)N3CCOCC3)cc2)s1	22	-2	0	-7
13	CC(C)c1ccc(C2C(C(=O)c3ccco3)=C(O)C(=O)N2CCN2CCOCC2)cc1 (stereo not drawn)	-20	5	-2	6
14	Cc1nnc(SCc2nnc(-c3ccccc3Br)o2)s1	-14	-4	-7	-4
15	C(=NOCc1ccccc1)c1cccnc1	·	·	2	-5
16	C[N+](C)(C)CCCNC(=O)c1ccc(/C=N/O)nc1	0	-18	2	-11
17	O=C(OCC#CCSc1nnc(-c2cccc3ccccc23)o1)c1cccs1	-9	16	-1	1
18	Cc1ccc(C(=O)/C=C/N(C)C)cn1	-20	-3	3	-1
19	COc1ccc(CCNC(=O)CC2SC(=Nc3cc(C)cc(C)c3)NC2=O)cc1OC (stereo not drawn)	7	8	2	-1
20	COc1cc(CCc2ccccc2)c(C(=O)O)c(O)c1C/C=C(/C)CCC=C(C)C	·	43*	1	7

item	SENP7 block	SENP8 block-1	PfGluPho inh	SENP8 block-2
11	-8	-3	9	17
12	-2	3	-17	-2
13	-3	-5	18	0
14	4	1	9	-57
15	·	·	7	15
16	3	-2	-5	10
17	-9	-13	16	-121
18	-6	-12	4	27
19	-2	-8	-9	14
20	1	·	-20	-17

Following part.
item	SMILES	SENP6 block	Apaf-1 inh	SENP1 FRET inh	HKDC1 inhibitor
21	CN(C)c1ccc(NC(=O)/C=C/c2ccccc2Cl)cc1	8	9	6	-2
22	Cc1ccc(C(=O)NC(C)CCc2ccccc2)cc1S(=O)(=O)N1CCOCC1 (stereo not drawn)	-6	9	-1	-3
23	CCCCc1nc2cc(C(=O)N3CCC[C@H]3CO)ccc2o1	-5	-1	1	-4
24	CS(=O)(=O)N1N=C(c2ccc(Br)cc2)CC1c1cccs1 (stereo not drawn)	61*	4	0	-5
25	COc1ccccc1C1CCN(Cc2ccccc2)CC1	-18	3	0	-3
26	O=c1[nH]c2ccccc2c(O)c1-c1ccccc1[N+](=O)[O-]	2	-1	2	-3
27	CC12CN3CC(C)(CN(C1)C3c1cc3ccccc3[nH]1)C2=O (stereo not drawn)	-5	-5	1	4
28	C[n+]1cccc(CNC(=O)/C=N/O)c1	-9	0	1	-5
29	Cc1nc(-c2ccc(Cl)cc2)sc1C1(C)CC(c2ccc(F)cc2)=NO1 (stereo not drawn)	-7	3	3	-2
30	O=C(c1cc(-c2ccccc2)n[nH]1)N1CCN(S(=O)(=O)c2ccccc2)CC1	-10	-1	0	-6

item	SENP7 block	SENP8 block-1	PfGluPho inh	SENP8 block-2
21	-11	-16	6	29
22	7	3	-1	16
23	-2	-3	6	6
24	34	40	-16	25
25	-6	4	-1	17
26	1	-12	8	11
27	-1	2	-12	22
28	7	-4	5	12
29	0	-9	11	-35
30	-8	7	6	2

Additional compounds follow:
item	SMILES	SENP6 block	Apaf-1 inh	SENP1 FRET inh	HKDC1 inhibitor
31	O=C(Nc1ccccc1)N(CCc1nc2ccccc2[nH]1)C1CCCC1	-9	-12	-2	5
32	O=C(C1=C(O)C(=O)N(CCN2CCOCC2)C1c1cccc(Br)c1)c1cc2ccccc2o1 (stereo not drawn)	10	12	0	3
33	CN1C(=O)C(C)(C)c2cc(S(=O)(=O)N3CCC(C(=O)NCc4ccc(F)cc4)CC3)ccc21	-4	10	-1	1
34	C=CCN1C(=O)C(CC(=O)O)SC1=Nc1ccc(C(=O)O)cc1 (stereo not drawn)	-10	1	3	-2
35	O=C(CSc1nnc(C2CC2)n1-c1ccccc1)NCCN1C(=O)CSC1=O	-1	-17	5	-4
36	CC(=O)Nc1ccc(NC(=O)COc2c(C)cc(Br)cc2C)cc1	-7	13	0	-8
37	CC(C)(C)n1nnnc1CN(Cc1ccco1)Cc1cc2cc3c(cc2[nH]c1=O)OCO3	0	1	-18	-1
38	COc1cccc(C(=O)NNC(=O)c2cccc(F)c2)c1	1	-2	0	-5
39	O=C(c1cccs1)N1CCN(S(=O)(=O)Cc2ccccc2)CC1	5	-2	1	-1
40	O=C(NC(=S)Nc1cccc([N+](=O)[O-])c1)c1ccccc1	15	2	2	0

item	SENP7 block	SENP8 block-1	PfGluPho inh	SENP8 block-2
31	-10	-8	1	11
32	8	4	-21	-29
33	-2	-2	-9	20
34	-5	-4	-7	9
35	5	-6	-2	-6
36	-9	-12	9	3
37	0	-7	15	-489
38	3	-1	10	10
39	6	-5	-3	31
40	1	0	18	30

(more compounds)
item	SMILES	SENP6 block	Apaf-1 inh	SENP1 FRET inh	HKDC1 inhibitor
41	COc1ccc2c(c1)cc1n2CCN=C1N	0	-3	1	3
42	COc1ccccc1C(=O)Nc1ccccc1N1CCN(C(=O)c2ccc(Cl)cc2)CC1	4	17	6	-1
43	CC(C)=CC(=O)Nc1nnc(C)s1	-2	-10	-1	-10
44	CCCCN(C)C(=O)CCC(=O)NNc1nc2ccccc2c2nc(C)nn12	-5	-5	1	14
45	O=C(Nc1nc2ccccc2s1)C1CC(=O)N(c2ccc(F)cc2)C1 (stereo not drawn)	-6	26	1	0
46	Cc1ccc(NC(=O)c2ccc([N+](=O)[O-])cc2Cl)nc1	-1	0	2	-6
47	CCCn1c(SCC(=O)Nc2ccccc2-c2ccccc2)nnc1-c1ccoc1C	-7	14	2	3
48	Nc1nnc(SCc2ccccc2F)s1	1	-13	1	-22
49	CC(C)C(OC(=O)c1cc2occc2n1C)C(=O)NCc1ccc2c(c1)OCO2 (stereo not drawn)	-1	9	0	4
50	CC1=CC(=O)N(c2cccc3c(N4C(=O)C=C(C)C4=O)cccc23)C1=O	·	·	-1	1

item	SENP7 block	SENP8 block-1	PfGluPho inh	SENP8 block-2
41	8	-2	-14	-289
42	-6	-12	-6	-8
43	5	0	-3	22
44	5	3	12	16
45	3	7	-2	16
46	-5	-1	0	4
47	-3	-9	21	10
48	-6	-9	-4	5
49	-1	-2	6	0
50	·	·	21	4

Additional entries follow:
item	SMILES	SENP6 block	Apaf-1 inh	SENP1 FRET inh	HKDC1 inhibitor
51	CC(=O)Nc1ccc(/C=N/OCC(=O)Nc2ccc(C)cc2)cc1	-13	-3	0	-11
52	CCc1nnc(NC(=O)c2cc([N+](=O)[O-])ccc2N2CCOCC2)s1	-15	5	2	-2
53	COc1ccc(N2C(=O)C(F)(F)C2c2ccccc2F)cc1 (stereo not drawn)	·	·	2	-6
54	COC(=O)c1ccc(CSc2nc3ccc(C)cc3[nH]2)o1	5	0	-1	2
55	CC1=C(C(=O)OC(C)C)C(c2cccc(F)c2)N2C(=O)C(C)SC2=N1 (stereo not drawn)	-11	2	1	-4
56	COc1ccc(Cl)cc1NC(=O)CSc1nncn1-c1cccnc1	-9	8	0	-4

item	SENP7 block	SENP8 block-1	PfGluPho inh	SENP8 block-2
51	-5	-11	7	0
52	-10	-6	-3	12
53	·	·	-5	0
54	-3	0	16	16
55	1	0	-6	18
56	11	4	16	7

Compounds 46 through 53 from above:
item	SMILES	SENP6 block	Apaf-1 inh	SENP1 FRET inh	HKDC1 inhibitor
46	Cc1ccc(NC(=O)c2ccc([N+](=O)[O-])cc2Cl)nc1	-1	0	2	-6
47	CCCn1c(SCC(=O)Nc2ccccc2-c2ccccc2)nnc1-c1ccoc1C	-7	14	2	3
48	Nc1nnc(SCc2ccccc2F)s1	1	-13	1	-22
49	CC(C)C(OC(=O)c1cc2occc2n1C)C(=O)NCc1ccc2c(c1)OCO2 (stereo not drawn)	-1	9	0	4
50	CC1=CC(=O)N(c2cccc3c(N4C(=O)C=C(C)C4=O)cccc23)C1=O	·	·	-1	1
51	CC(=O)Nc1ccc(/C=N/OCC(=O)Nc2ccc(C)cc2)cc1	-13	-3	0	-11
52	CCc1nnc(NC(=O)c2cc([N+](=O)[O-])ccc2N2CCOCC2)s1	-15	5	2	-2
53	COc1ccc(N2C(=O)C(F)(F)C2c2ccccc2F)cc1 (stereo not drawn)	·	·	2	-6

item	SENP7 block	SENP8 block-1	PfGluPho inh	SENP8 block-2
46	-5	-1	0	4
47	-3	-9	21	10
48	-6	-9	-4	5
49	-1	-2	6	0
50	·	·	21	4
51	-5	-11	7	0
52	-10	-6	-3	12
53	·	·	-5	0
